# High-throughput results as filed in PubChem.
# SENP7 inh – SENP7 protease inhibitors, primary screen, biochemical, luminescence, uHTS; Sentrin-specific protease 7 (Homo sapiens), Q9BQF6; recombinant SENP7, Z-RLRGG-aminoluciferin luminescence, 40 min; inhibition, % at 5 µM; 330,000 compounds, 1.5% hits; AID 434973, 2010;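 active = inhibition above about 50% at the single test dose, limit read from the data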;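 also: plate controls were DMSO with enzyme for no effect and no enzyme buffer wells for full effect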
# Target sequence (Q9BQF6 706-1050 limits assumed): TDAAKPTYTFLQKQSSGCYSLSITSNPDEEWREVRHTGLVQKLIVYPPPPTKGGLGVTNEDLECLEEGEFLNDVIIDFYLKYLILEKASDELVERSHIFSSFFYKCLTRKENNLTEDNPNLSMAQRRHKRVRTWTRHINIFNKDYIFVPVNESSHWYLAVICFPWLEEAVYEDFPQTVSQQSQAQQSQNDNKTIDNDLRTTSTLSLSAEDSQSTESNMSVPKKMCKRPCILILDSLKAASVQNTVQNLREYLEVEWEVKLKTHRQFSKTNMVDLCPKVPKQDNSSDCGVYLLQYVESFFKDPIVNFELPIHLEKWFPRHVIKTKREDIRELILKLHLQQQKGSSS
# SENP6 block – SENP6 protease inhibitors, primary screen, biochemical, luminescence, uHTS; Sentrin-specific protease 6 (Homo sapiens), Q9GZR1; Recombinant SENP6 catalytic domain, aminoluciferin luminescence; inhibition, % at 10 µM; 330,000 compounds, 1.8% hits;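 active = inhibition above about 50% at the single tested dose, limit read from the data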;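 also: plate controls were DMSO wells with enzyme for no effect and DMSO wells lacking enzyme for full effect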
# NR3A LBD binder – binders of NR3A ligand-binding domain, primary screen, biophysical, differential scanning fluorimetry, uHTS | Glutamate receptor ionotropic, NMDA 3A (GRIN3A) ligand-binding domain | NR3A LBD differential scanning fluorimetry, Tm shift; 0% = protein alone, 100% = glycine-bound protein | Tm shift relative to glycine control, % at 25 µM | 340,000 compounds, 2.5% hits;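 active = melting temperature shift of at least 10% of the positive control shift, at one fixed dose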
# PfGluPho inh – PfG6PD enzyme inhibitors, primary screen, biochemical, fluorescence intensity, uHTS | glucose-6-phosphate dehydrogenase-6-phosphogluconolactonase (Plasmodium falciparum 3D7) | PfGluPho enzyme, NADPH resazurin-diaphorase fluorescence | inhibition, % at 20 µM | 350,000 compounds, 0.78% hits;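 active = inhibition reaching at least a set limit at 20 µM in the primary screen, cut at about 59% in these data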;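 also: 0% = DMSO wells with substrate and 100% = DMSO wells lacking glucose-6-phosphate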
# ATG4B inhibitor – ATG4B protease inhibitors, primary screen, biochemical, fluorescence, uHTS; Cysteine protease ATG4B (Homo sapiens), Q9Y4P1; ATG4B cleavage of LC3-PLA2, NBD-HPC fluorescence, 1 h; inhibition, % at 8.33 µM; 340,000 compounds, 0.51% hits; AID 504462, 2011; in the data active = inhibition above about 40%
# Target sequence (Q9Y4P1 whole entry, looked up): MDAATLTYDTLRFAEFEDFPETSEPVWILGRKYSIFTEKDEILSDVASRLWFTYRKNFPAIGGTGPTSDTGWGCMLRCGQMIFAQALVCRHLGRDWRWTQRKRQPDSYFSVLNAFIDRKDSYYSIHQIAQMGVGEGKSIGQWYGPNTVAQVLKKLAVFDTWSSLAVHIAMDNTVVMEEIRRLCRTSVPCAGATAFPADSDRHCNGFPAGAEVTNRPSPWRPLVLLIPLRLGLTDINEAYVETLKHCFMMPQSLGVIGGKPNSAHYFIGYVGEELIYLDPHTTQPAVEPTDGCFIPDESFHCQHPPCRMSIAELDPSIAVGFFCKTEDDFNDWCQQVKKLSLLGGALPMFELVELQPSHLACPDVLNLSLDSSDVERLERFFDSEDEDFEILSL
# SENP8 block – human SENP8 protease inhibitors, primary screen, biochemical, fluorescence, Nedd8 protein substrate, uHTS. Sentrin-specific protease 8 (Homo sapiens), Q96LD8. recombinant SENP8. inhibition, % at 20 µM. 360,000 compounds, 0.64% hits. AID 602440, 2012; in the data active = inhibition mostly above about 40%, no sharp cut-off; inactive = mostly below about 27%
# Target sequence (Q96LD8 whole entry, looked up): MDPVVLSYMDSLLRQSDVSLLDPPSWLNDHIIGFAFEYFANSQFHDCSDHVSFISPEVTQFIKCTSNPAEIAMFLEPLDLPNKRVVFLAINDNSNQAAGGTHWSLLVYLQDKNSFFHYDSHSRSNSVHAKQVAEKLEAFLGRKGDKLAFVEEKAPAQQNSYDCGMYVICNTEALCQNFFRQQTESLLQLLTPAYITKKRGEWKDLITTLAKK
# HKDC1 inhibitor – HKDC1 hexokinase inhibitors, primary screen, biochemical, fluorescence, uHTS. Q2TB90. 340,000 compounds, 0.16% hits. recombinant HKDC1, G6PDH/diaphorase resazurin coupled fluorescence. inhibition, % at 20 µM. AID 493160, 2011;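 active = inhibition above about 35% when tested at 20 µM, limit read from the data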;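 also: plate controls were DMSO wells with enzyme for no effect and DMSO wells lacking enzyme for full effect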
#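 Assay system: in-house recombinant HK5 (HKDC1) enzyme. Input: HKDC1 at 5 µg/mL. Medium: Tris pH 8.0 buffer with MgCl2, Tween-20, BSA, BME. Dosing: single 20 µM dose. Schedule: 90 min reaction incubation at room temperature, dark. Signal: resazurin-to-resorufin fluorescence via G6PDH and diaphorase coupling, 525/613 nm. Controls: DMSO-enzyme wells negative, buffer-substituted wells positive.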
# MPTP block – mitochondrial permeability transition pore inhibitors, primary screen, biochemical, isolated mouse mitochondria, absorbance; 360,000 compounds, 1.4% hits; inhibition, % at 10 µM; Ca2+ swelling absorbance, 30 min;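 active = inhibition of 50% or more, scaled per plate between neutral and stimulator controls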;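 also: 0% = DMSO wells given calcium and 100% = 1 mM EGTA wells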
# Active calls of the source: *; nt = not tested or not shown.
SMILES,SENP7 inh,SENP6 block,NR3A LBD binder,PfGluPho inh,ATG4B inhibitor,SENP8 block,HKDC1 inhibitor,MPTP block
CC(=O)Nc1cc(-c2ccc(F)cc2)[nH]n1,6,-9,2,6,-1,8,3,-0.7
COc1ccc(CC2(CO)CCN(C(=O)NCc3ccccc3)CC2)cc1,-4,-16,1,0,17,12,-4,-2.0
O=C1C(C=NC2CC2)=C(O)c2ccccc21,-1,-10,0,-7,-7,23,-3,-1.0
CCc1nnc(NC(=O)Cc2ccc(OC)c(OC)c2)s1,-7,-28,0,0,-5,3,-4,-4.0
CSCCC(NC(=O)COc1ccccc1)C(=O)N(C)CC(=O)Nc1ccc(C)cc1 (centres undefined),-1,-4,0,4,-12,12,-8,0.2
Cc1nc(NCC2CCCO2)nc2c1C(=O)CC(C)(C)C2 (centres undefined),-3,-9,-2,-8,9,9,3,-0.4
COc1ccccc1N(CC(=O)NC(C)(C)C)C(=O)c1ccc(Cl)nc1,4,2,0,-8,-30,8,-7,-3.3
Cc1cccc(C(=O)NC(=S)Nc2ccc(S(=O)(=O)N3CCCCC3)cc2)c1,-1,-6,-4,4,10,23,-2,-1.0
Cc1ccc2nc(Cl)c(-c3ccccc3)cc2c1,-7,-21,9,11,2,-2,3,7.7
C[C@H]1CN=C(N(C)C)N1CCc1ccc(F)cc1,4,1,1,12,-2,8,7,-0.6
Cc1ccc(S(=O)(=O)NNC(=O)Nc2ccc([N+](=O)[O-])cc2)c(C)c1,-8,12,-4,3,-10,14,0,5.0
O=C(CCCC(=O)N1CCCC1)N1CCCC1,-1,-5,-1,3,-3,15,2,0.0

# Three entries already listed, sorted by SMILES length, high to low:
SMILES,SENP7 inh,SENP6 block,NR3A LBD binder,PfGluPho inh,ATG4B inhibitor,SENP8 block,HKDC1 inhibitor,MPTP block
CCc1nnc(NC(=O)Cc2ccc(OC)c(OC)c2)s1,-7,-28,0,0,-5,3,-4,-4.0
Cc1ccc2nc(Cl)c(-c3ccccc3)cc2c1,-7,-21,9,11,2,-2,3,7.7
O=C(CCCC(=O)N1CCCC1)N1CCCC1,-1,-5,-1,3,-3,15,2,0.0

# Of the compounds above, two have a Cl atom:
SMILES,SENP7 inh,SENP6 block,NR3A LBD binder,PfGluPho inh,ATG4B inhibitor,SENP8 block,HKDC1 inhibitor,MPTP block
COc1ccccc1N(CC(=O)NC(C)(C)C)C(=O)c1ccc(Cl)nc1,4,2,0,-8,-30,8,-7,-3.3
Cc1ccc2nc(Cl)c(-c3ccccc3)cc2c1,-7,-21,9,11,2,-2,3,7.7

# Later entries
SMILES,SENP7 inh,SENP6 block,NR3A LBD binder,PfGluPho inh,ATG4B inhibitor,SENP8 block,HKDC1 inhibitor,MPTP block
Nc1nsnc1C(=O)NCCO,10,9,0,-8,2,-72,-7,-0.4
Cc1cc(C(=O)OCC(=O)c2cccs2)c2ccccc2n1,1,-1,-1,7,-7,8,-13,0.7
O=C(c1ccccc1-c1nc2ccccc2[nH]1)N1CCOCC1,-6,-6,1,-4,-10,15,2,-0.2
CCOCCCn1c(=S)[nH]c2cc(C(=O)NCCN(CC)CC)ccc2c1=O,15,3,0,4,-1,11,-2,1.8
CC(=O)NC12CC3CC(C1)CC(C(=O)N1CCN(S(=O)(=O)c4cccc(C(F)(F)F)c4)CC1)(C3)C2,4,-6,2,-1,-2,3,1,-1.3
COc1ccccc1NC(=O)CSc1nnc(-c2ccccc2)o1,-1,-1,-1,23,-4,7,-1,-1.9
CC1(c2ccccc2)CC(c2ccccc2)=C(C#N)C(=O)N1 (centres undefined),nt,nt,3,11,7,9,3,-0.9
Cc1ccccc1-c1nc(S(=O)(=O)c2ccccc2)c(NCCCN2CCOCC2)o1,-6,-4,1,8,2,-24,2,0.0
CCOC(=O)c1[nH]c2ccccc2c1NC(=O)c1ccc2c(c1)OCO2,-2,-9,-1,-12,-2,-34,2,0.4
Cc1cc(Br)c(NC(=O)CN(C)CCOc2ccccc2)c(Br)c1,7,-3,-1,-18,-3,7,-1,-0.4
COCCNC(=S)NN(c1ccccc1)c1ccccc1,4,0,0,16,-3,12,-4,-1.4
COc1ccc(N2CCN(c3ccc(C(=O)O)cc3[N+](=O)[O-])CC2)cc1,2,0,0,-19,5,11,-2,-0.6
COc1ccc(-c2cc(-c3c(O)c(OC)c4occc4c3OC)[nH]n2)cc1,-10,-27,-7,4,16,6,-2,12
Cc1c(O)ccc2c(CN3CCN(Cc4ccccc4)CC3)cc(=O)oc12,1,-33,-2,-24,4,-297,4,0.6
Cc1cc(-c2ccccc2)c2c3c(c(-c4ccccc4)n2n1)c(=O)n(C)c(=O)n3C,-5,3,-1,-3,-12,25,-17,1.5
Cc1ccc(SCCNC(=O)CN2C(=O)c3ccccc3S2(=O)=O)cc1,7,-3,2,13,-14,9,6,-5.0
COc1cc(S(=O)(=O)NC2CCCCC2)c(C)cc1C,12,16,-1,12,-5,13,-10,0.1
O=C(c1c(F)cccc1F)N1CCN(c2ccccc2F)CC1,4,-3,0,-4,-6,4,-6,0.5
CC(=O)N1c2ccc(S(=O)(=O)N3CCC(C(=O)N4CCCCC4)CC3)cc2CC1C (centres undefined),1,-2,-2,11,-6,15,-3,-0.4
O=C(NC1CCCCC1)C(Cc1ccccc1)N1C(=O)C2C3CCC(C3)C2C1=O (centres undefined),80*,7,1,15,3,3,13,-1.1
CNC(=O)c1c(NC(=O)C2=COCCO2)sc2c1CCCC2,-5,-2,7,29,-12,-256,-1,-0.2
Cc1ccc(Cl)cc1N1CCN(CC(O)COCc2ccco2)CC1 (centres undefined),-4,-5,-3,4,5,20,-7,0.3
CCN(CC)c1ncnc2c1sc1nc(C)cc(C)c12,-11,-7,2,72*,-27,-349,13,3.3
COc1ccc(S(=O)(=O)NNc2nc(C)cc(C)n2)cc1Br,-1,-13,2,51,4,1,0,-1.1

# Looked up by structure from above, four records:
SMILES,SENP7 inh,SENP6 block,NR3A LBD binder,PfGluPho inh,ATG4B inhibitor,SENP8 block,HKDC1 inhibitor,MPTP block
Cc1cc(-c2ccccc2)c2c3c(c(-c4ccccc4)n2n1)c(=O)n(C)c(=O)n3C,-5,3,-1,-3,-12,25,-17,1.5
CCN(CC)c1ncnc2c1sc1nc(C)cc(C)c12,-11,-7,2,72*,-27,-349,13,3.3
Cc1ccc(SCCNC(=O)CN2C(=O)c3ccccc3S2(=O)=O)cc1,7,-3,2,13,-14,9,6,-5.0
O=C(c1c(F)cccc1F)N1CCN(c2ccccc2F)CC1,4,-3,0,-4,-6,4,-6,0.5

# (cont.)
SMILES,SENP7 inh,SENP6 block,NR3A LBD binder,PfGluPho inh,ATG4B inhibitor,SENP8 block,HKDC1 inhibitor,MPTP block
CC(=O)NCCc1nc2cc(NC(=O)Nc3ccccc3)ccc2n1C,10,14,-1,0,0,16,3,-1.0
COc1ccc(CCNc2c(C)c(C)nc3ncnn23)cc1,-10,-9,3,-6,1,9,-6,74*
Cc1ccc(OS(=O)(=O)c2c(C)nn(C)c2Cl)c(C)c1,1,2,0,75*,-9,5,-1,-1.0
COC(=O)CSc1nc2sc(C)c(C)c2c(=O)n1C,4,-9,3,-12,-4,12,-5,1.9
O=C(Oc1c(-c2ccccc2)c(=O)n2c3c(cccc13)CC2)c1ccccc1,-2,-24,-3,14,70*,-405,7,2.6
Cc1ccccc1CSCC(=O)N/N=C/c1cccs1,3,3,0,46,-5,43*,0,-1.4
Cc1cc(=O)oc2cc(OCCCC[n+]3ccccc3)ccc12,-6,-32,-4,-2,-2,-347,-5,1.4
COc1cccc(Oc2ccc(N/C=C/C(=O)C(C)(C)C)cc2)c1,-6,-11,-1,7,3,-69,1,7.0
Nc1nonc1-n1nnc(C(=O)N/N=C/c2ccc(O)cc2)c1CN1CCCCCC1,8,11,-3,7,-7,-4,-3,-1.5
CC(C)(C)c1cc(C(=O)NCc2ccco2)ccn1,-4,-12,-1,13,1,11,-8,-1.5
Cc1cccc(NC(=O)CSCc2nc3c(nnn3Cc3ccc(F)cc3)c(=O)[nH]2)c1C,15,-22,1,0,-1,10,-2,1.7
COCCn1nnnc1CN1CCOCC1,-3,-4,1,-14,-5,13,-11,-0.3

# MPTP block: entries above that show a hit.
canonical_smiles | SENP7 inh | SENP6 block | NR3A LBD binder | PfGluPho inh | ATG4B inhibitor | HKDC1 inhibitor | MPTP block
COc1ccc(CCNc2c(C)c(C)nc3ncnn23)cc1 | -10 | -9 | 3 | -6 | 1 | -6 | 74*

# Next entries.
SMILES,SENP7 inh,SENP6 block,NR3A LBD binder,PfGluPho inh,ATG4B inhibitor,SENP8 block,HKDC1 inhibitor,MPTP block
Cc1ccc(S(=O)(=O)N2CC=C(C(=O)NC3CCCC3)CC2)cc1,-5,5,0,-2,-5,-2,3,-0.3
CN1CCN(CC(=O)Nc2ccccc2[N+](=O)[O-])CC1,-3,-20,3,5,-8,16,-9,0.0
CCCCn1c(SCC(=O)c2ccc3c(c2)NC(=O)CO3)nc2cc(S(N)(=O)=O)ccc21,-4,-5,-5,61*,-34,7,9,1.9
Cc1cc(C(=O)COc2ccccc2[N+](=O)[O-])c(C)n1C1CC1,-1,-5,2,-2,5,17,10,0.8
CC(C)(C)OC(=O)NCc1ccc(NC(=O)c2nc[nH]c2C(=O)NCCCCNC(=O)c2[nH]cnc2C(=O)Nc2ccc(CNC(=O)OC(C)(C)C)cc2)cc1,1,-23,-7,-15,7,-3,5,-0.5
CCOc1ccc(CCN2C(=S)N([C@@H](CC(C)C)CN3CCCC3CN3C(=S)NC[C@@H]3CC(C)C)C[C@@H]2CC(C)C)cc1 (some centres undefined),nt,nt,1,20,nt,7,-5,1.4
Cc1ccc(NC2CCCN(C(=O)c3cnsn3)C2)cc1C (centres undefined),1,-5,0,5,32,2,1,-1.0
CCN(CC)c1ccc(NC(=O)COc2ccc(C)cc2)cc1,-13,-28,0,15,-5,8,-7,1.3
CC(C)C[C@H]1CN([C@@H](CC(C)C)CN2CCCC2CN2C(=S)NC[C@@H]2Cc2ccc(O)cc2)C(=S)N1CC1CCCCCC1 (some centres undefined),nt,nt,5,20,nt,8,2,-0.1
COC(=O)C(C#N)C(=C1C(=O)CC(C)(C)CC1=O)c1ccc(O)cc1 (centres undefined),-7,1,0,1,-7,22,-10,-2.4
Cc1ccc(S(=O)(=O)c2cc(C)cc(S(=O)(=O)Nc3ccc(C(=O)O)cc3)c2C)cc1,2,-6,1,-6,-1,14,-4,0.9
CSc1ccccc1NC(=O)Nc1ccccc1Cl,-1,8,-1,14,6,17,9,1.4
CC(CC(=O)Nc1cc([N+](=O)[O-])ccc1Cl)c1ccccc1 (centres undefined),0,0,3,17,2,18,-3,-0.2
CC(C)Cn1c(-c2ccc(C#N)cc2)nc2c1c(=O)[nH]c(=O)n2CC(C)C,3,-17,-1,-26,-14,-411,-10,-8.7
CCCOc1ccc(/C=C2\SC(N)=NC2=O)cc1OC,-5,9,-2,7,-2,-116,3,-0.4
